Screens: PubChem BioAssay, several laboratories
NALP1 inh = blocks the NALP1 inflammasome reconstituted in yeast; S. cerevisiae NALP1/ASC/caspase-1 growth, X-gal OD620, 72 h; inhibition, % at 10 µM; 280,000 tested, 0.61% active; AID 2071; in the data active = inhibition mostly above about 24%, no sharp cut-off; inactive = mostly below about 32%; note: some compounds called inactive have numbers as strong as hits
IDE act = boosts human insulin-degrading enzyme activity in HEK cells. P14735. FAbeta-B cleavage, fluorescence polarization; 0% vehicle, 100% cell-free pure enzyme wells. activation, % at 5.96 µM. 340,000 tested, 0.073% active. AID 493087;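 active = activation above the mean of all tested compounds plus 3 SD, set per screening campaign, cut at about 17% in these data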
SUMO HTRF inh = inhibitors of human SUMOylation (UBC9) | P63279 | HTRF SUMOylation assay, SAE1/SAE2 + UBC9, in vitro | inhibition, % at 35 µM | 290,000 tested, 0.36% active | AID 2006; in the data active = inhibition above about 50%, passing the limit was not always enough; note: strong numbers were not always called active
Target sequence (P63279 whole entry, looked up): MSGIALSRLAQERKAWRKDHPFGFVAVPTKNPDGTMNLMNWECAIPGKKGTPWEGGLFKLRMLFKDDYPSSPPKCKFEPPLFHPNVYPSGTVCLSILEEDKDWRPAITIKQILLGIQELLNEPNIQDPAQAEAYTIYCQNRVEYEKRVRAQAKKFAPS
MEKK2 mut-MEK5 = signal of MEK5 binding to mutant human MEKK2 PB1 domain; AID 1530; 290,000 tested, 0.35% active; percent response, % at 10 µM; bead flow cytometry, Alexa488-MEK5 binding to MEKK2 mutant; in the data active = percent response above about 24%, passing the limit was not always enough; note: inactives centre near 1; some results filed as inactive read as strong as hits; reference of the scale not given here
PfM18AAP inh = PfM18AAP enzyme inhibition; inhibition, % at 7.35 µM; AID 1822; 290,000 tested, 1.2% active; recombinant PfM18AAP, H-Glu-NHMec fluorogenic cleavage;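 active = inhibition above the campaign mean inhibition over all tested compounds plus 3 SD, cut at about 28% in these data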;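 note: 0% = plate median of test compound wells and 100% = 2 mM ZnCl2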
IDE cell inh = inhibits human insulin-degrading enzyme in HEK cells. P14735. FAbetaB cleavage, fluorescence polarization. inhibition, % at 5.59 µM. 320,000 tested, 0.41% active. AID 434962;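 active = percent inhibition above the average of all tested compounds plus 3 SD, set per screening campaign, cut at about 16% in these data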;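 note: IDE supplied by intact live HEK cells; FP after avidin binding of uncleaved biotin substrate so inhibition keeps polarization high; 0% = DMSO wells and 100% = 60 µM reference IDE inhibitor Ii1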
pCIP destab = p/CIP protein destabilization | 290,000 tested, 0.01% active | AID 1984 | Q05BA5 | F442A p/CIP-EGFP cells, EGFP fluorescence, 16 h | decrease of EGFP signal, % at 10 µM;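 active = EGFP signal decrease of at least 30% at 10 µM or well 3 SD below plate mean, unless failing retest; inactive = the rest, including hits failing retest or dose response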; note: some compounds called inactive have numbers as strong as hits; many of its hits are not listed in these tables
MEKK3 PB1 HTS = raises or lowers MEK5 binding to the human MEKK3 PB1 domain | Q99759 | bead-based flow cytometry, Alexa488-MEK5 binding to MEKK3; actives lie on both sides; 0 = blocked by unlabeled MEK5, 100 = vehicle | binding response (% of control), % at 10 µM | 290,000 tested, 1.4% active | AID 1529;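 active = binding response more than 3 SD above or below the average of its plate-row segment, actives on both sides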;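 note: Alexa488 bead fluorescence after subtracting the streptavidin-only scavenger bead signal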
Target sequence (Q99759 whole entry, looked up, the tested form may be a part): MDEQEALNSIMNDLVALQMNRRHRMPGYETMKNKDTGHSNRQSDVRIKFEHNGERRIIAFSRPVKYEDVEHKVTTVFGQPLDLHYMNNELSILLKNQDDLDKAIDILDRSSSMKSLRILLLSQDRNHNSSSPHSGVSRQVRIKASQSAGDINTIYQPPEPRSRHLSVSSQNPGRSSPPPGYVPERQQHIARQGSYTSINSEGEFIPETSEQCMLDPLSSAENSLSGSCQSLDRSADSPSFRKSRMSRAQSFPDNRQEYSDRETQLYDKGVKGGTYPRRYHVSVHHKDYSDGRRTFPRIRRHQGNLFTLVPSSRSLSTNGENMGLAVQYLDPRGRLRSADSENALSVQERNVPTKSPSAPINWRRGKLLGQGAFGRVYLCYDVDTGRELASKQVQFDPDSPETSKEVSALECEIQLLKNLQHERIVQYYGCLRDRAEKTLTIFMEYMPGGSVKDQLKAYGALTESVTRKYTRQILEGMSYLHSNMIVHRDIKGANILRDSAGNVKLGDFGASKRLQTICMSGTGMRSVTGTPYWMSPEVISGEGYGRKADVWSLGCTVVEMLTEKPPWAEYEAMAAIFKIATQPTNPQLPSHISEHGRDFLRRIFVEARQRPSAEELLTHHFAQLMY
MEKK2 WT-MEK5 = raises or lowers MEK5 binding to wildtype human MEKK2 PB1 domain. Q9Y2U5. bead flow cytometry, Alexa488-MEK5 binding to MEKK2 WT; actives lie on both sides. binding response (% of control), % at 10 µM. 290,000 tested, 1.1% active. AID 1531; in the data active = binding response below about 67% or above about 130%
Starred values were filed as active, the others as inactive; nt = no result given; [ ] = remark or other dose. Some of the compounds tested (hit frequency here may not be typical).

Order of values – NALP1 inh	IDE act	SUMO HTRF inh	MEKK2 mut-MEK5	PfM18AAP inh	IDE cell inh	pCIP destab	MEKK3 PB1 HTS	MEKK2 WT-MEK5
1	COc1ccc(S(=O)(=O)NCC(c2cccnc2)N2CCN(C)CC2)cc1C (stereo not given)
  14.9	1.3	-23.2	0.0	-9.6	-3.0	-8.0	99.0	106.0
2	COc1cccc(/C=C2\SC(=S)N(CCCC(=O)NC3=NCCS3)C2=O)c1
  20.3	0.0	30.8	3.0	-11.8	-1.9	-7.2	98.0	102.0
3	CNC(=O)c1cc2c(=O)n3cc(C)ccc3nc2n(C(C)C)c1=N
  -21.1	3.6	19.9	-4.0	1.2	-0.4	-11.1	97.0	103.0
4	CCOC(=O)CSc1nc(C)cc(=O)[nH]1
  22.1	3.8	-5.8	-6.0	-4.1	3.5	-40.0	90.0	95.0
5	COC(=O)/C(C#N)=C/c1c(N2CCN(c3ccccc3)CC2)nc2ccccn2c1=O
  5.6	2.0	15.7	4.0	-3.6	0.9	-15.2	103.0	108.0
6	Cc1c(C2C(C#N)=C(N)N(c3cccc([N+](=O)[O-])c3)C3=C2C(=O)CCC3)cnn1C (stereo not given)
  -1.6	nt	8.4	-8.0	-3.6	-11.2	-5.6	95.0	92.0
7	Cc1cccc(NC(=O)c2cnn3ccccc23)c1C
  19.5	8.6	14.1	0.0	-1.3	3.2	6.5	99.0	100.0
8	CCN1CCN(C(=O)c2sc3ncnc(N4CCc5ccccc5C4)c3c2C)CC1
  17.8	1.5	15.2	0.0	0.5	-5.7	5.5	112.0	109.0
9	CCC(C)NC(=O)CC(NS(=O)(=O)c1ccc(Cl)cc1)c1ccco1 (stereo not given)
  -7.5	-6.5	10.9	-9.0	-0.5	5.9	-9.7	93.0	92.0
10	COc1ccc(-n2nc3cc(N)c(Br)cc3n2)cc1
  9.2	0.8	8.1	2.0	7.3	-0.3	-1.5	103.0	97.0
11	c1ccc(N2CCN(Cc3ccnc4ccccc34)CC2)cc1
  -6.7	0.7	2.0	9.0	0.7	2.1	-7.9	108.0	122.0
12	Clc1ccc(SCc2cc(Cl)nc(-c3ccccc3)n2)cc1
  nt	2.3	nt	-2.0	2.2	1.3	nt	101.0	96.0
13	CC(=O)OCCOc1nc(N(C)C)nc(N(C)C)n1
  19.1	3.4	19.7	-7.0	-15.6	0.2	7.3	91.0	92.0
14	COC(=O)c1ccc(CN2CCN(C3CCCC3)C(CCO)C2)cc1 (stereo not given)
  14.2	1.2	4.7	11.0	-5.0	-1.6	-1.0	101.0	105.0
15	COc1ccc2oc(=N)c(C(=O)NCc3ccccc3)cc2c1
  -2.6	7.6	33.1	6.0	4.7	nt	-6.3	104.0	104.0
16	COc1ccc(CNC(=O)C(=O)NCC2OCCN2S(=O)(=O)c2ccc(C)cc2)cc1 (stereo not given)
  0.5	-1.1	-14.2	7.0	-3.2	9.8	-10.5	101.0	105.0
17	COc1ccc(/C(C)=N/NC(=O)Cn2nc([N+](=O)[O-])cc2C)cc1
  19.0	0.7	20.0	-11.0	1.3	-0.2	3.4	89.0	93.0
18	CCc1cccc(NC(=S)N(CCCOC(C)C)C2CCN(C(C)=O)CC2)c1
  -6.2	7.8	3.1	2.0	1.1	0.1	-3.6	100.0	100.0
19	O=C(Nc1ccncc1)c1cc2ccccc2o1
  0.9	-0.9	1.6	0.0	-1.6	1.3	-1.3	99.0	108.0
20	Cc1noc(C)c1S(=O)(=O)Nc1ccc(C(C)C)cc1
  26.9	3.0	-5.3	-1.0	1.0	5.0	1.3	104.0	104.0
21	COc1ccc(C(=O)n2cc(C(=O)c3cc(C)ccc3O)cn2)cc1OC
  21.7	4.5	-7.4	-2.0	14.2	-1.6	-3.7	97.0	94.0
22	CCOC(=O)Nc1ccc2c(c1)N(C(=O)CN(CC)CC)c1ccccc1C=C2
  34.1	0.9	21.9	7.0	1.3	0.0	-6.4	106.0	115.0
23	FC(F)Oc1ccc(NC(=S)NN2CCOCC2)cc1
  -5.8	4.4	-0.2	2.0	-14.3	-2.2	3.1	97.0	102.0
24	COc1ccc(C(C(=O)NC2CCCC2)N(C(=O)c2ccco2)c2ccccc2C(C)=O)cc1OC (stereo not given)
  2.0	5.4	8.4	8.0	0.7	-3.5	-1.8	112.0	107.0
25	Cc1ccc(C(=O)N2CCN(C)CC2)cc1[N+](=O)[O-]
  -1.6	-2.8	7.8	0.0	4.5	1.8	4.3	99.0	96.0
26	COCCCNC(=S)NNC(=S)NCCCOC
  10.8	nt	-13.0	9.0	32.3*	4.9	-1.2	98.0	104.0
27	O=C1CN(C(=O)CN2CCOCC2)C(c2ccccc2)c2cc(Br)ccc2N1 (stereo not given)
  9.6	3.7	-8.7	13.0	3.5	5.3	-0.1	110.0	112.0
28	COc1ccc2c(CCNC(N)=S)c[nH]c2c1
  nt	-0.3	30.8	28.0	6.7	9.8	4.7	127.0	115.0
29	COc1ccc(C)cc1NC(=O)CSc1ccc(-c2ccco2)nn1
  12.1	-6.3	14.2	9.0	-37.1	-0.5	-1.9	106.0	106.0
30	COc1ccc(NC(=S)N2CCC(Cc3ccccc3)CC2)cc1
  5.9	6.6	10.7	-1.0	-9.4	nt	-42.3	104.0	102.0

(continued)
Order of values – NALP1 inh	IDE act	SUMO HTRF inh	MEKK2 mut-MEK5	PfM18AAP inh	IDE cell inh	pCIP destab	MEKK3 PB1 HTS	MEKK2 WT-MEK5
31	Cn1nc(CC(=O)NCc2cccc3ccccc23)c2ccccc2c1=O
  -4.4	1.7	11.8	1.0	-1.4	-0.2	3.7	97.0	95.0
32	COC(=O)c1ccccc1Sc1snnc1C
  -6.4	-1.0	22.3	1.0	7.0	-0.8	-8.6	97.0	90.0
33	Nc1cccc(Cl)c1N1CCOCC1
  0.3	6.2	-3.3	1.0	-3.8	-1.6	9.5	99.0	96.0
34	CC1CCCN(c2sc(S(C)(=O)=O)nc2S(=O)(=O)c2ccc(Cl)cc2)C1 (stereo not given)
  27.5	7.1	4.9	-1.0	-8.6	1.8	-5.4	100.0	101.0
35	CCOC(=O)c1c(NC(=O)C2CCCO2)sc(C(N)=O)c1C (stereo not given)
  31.8	-3.0	-3.2	-2.0	-15.7	0.7	-8.0	97.0	101.0
36	CCOc1ccc(NC(=O)C2C3CC/C=C\CCC32)cc1 (stereo not given)
  nt	8.8	18.4	1.0	3.0	5.4	-9.0	101.0	94.0
37	C=CCn1c(N)c(C(=O)N2CCN(C)CC2)sc1=S
  20.6	-9.9	-2.1	9.0	-1.8	-4.3	-5.5	102.0	110.0
38	c1ccc(Oc2ccc(-n3cnnn3)cc2)cc1
  3.7	6.0	14.9	2.0	-11.4	0.5	-4.2	104.0	105.0
39	CC(C)(O)CCCC(C)(O)c1ccc(C(=O)O)cc1O (stereo not given)
  -4.1	-4.7	25.6	4.0	nt	1.5	-8.6	104.0	107.0
40	COc1ccc(NC(=O)CCC2CCCCC2)cc1S(=O)(=O)N1CCCCC1
  11.3	5.2	-15.8	-4.0	-6.0	-1.8	-10.4	104.0	102.0
41	C#CC1(NC(=O)NC(=O)c2c(F)cccc2F)CCCCC1
  -5.3	4.8	-1.2	-2.0	3.5	-2.7	0.0	97.0	99.0
42	CCCCn1c(O)c(/C=C/C=C/C=Nc2ccccc2)sc1=S
  -5.5	-4.1	28.1	-29.0	12.4	-6.6	-15.8	21.0*[inhibitor]	-5.0*
43	CC(C)Cn1nc(NS(=O)(=O)c2ccccc2)c2cc3ccccc3nc21
  11.0	2.0	-12.6	2.0	2.9	-0.1	-8.5	100.0	104.0
44	C/C(CC(=O)NCc1ccccc1)=N\NC(=O)c1cnccn1
  20.9	1.2	-4.5	-4.0	6.2	2.0	-3.5	101.0	90.0
45	C=CCOC(=O)C(C#N)c1nc2ccccc2nc1N1CCCC1 (stereo not given)
  17.4	-2.0	18.5	14.0	-5.7	5.5	0.2	107.0	103.0
46	Cc1ccc(OCc2cc(C(=O)NCCn3cccn3)no2)cc1C
  -4.1	-2.0	2.7	2.0	-7.6	2.7	3.1	103.0	101.0
47	COc1ccc(CCNC(C(=O)Nc2cc(C)cc(C)c2)c2ccccc2)cc1 (stereo not given)
  4.3	1.0	-9.0	8.0	-0.9	0.9	-11.1	103.0	111.0
48	O=c1[nH]c2cc3c(cc2cc1C(c1nnnn1C1CCCC1)N1CCCc2ccccc21)OCCO3 (stereo not given)
  -5.8	2.8	16.0	nt	nt	nt	-3.8	nt	nt
49	O=[N+]([O-])c1ccc(-c2nnc(S)n2-c2ccccc2)cc1
  -14.8	nt	-2.2	0.0	1.4	3.3	18.8	99.0	97.0
50	COC(=O)c1cccc(NC(=O)Nc2ccc(Cl)c(Cl)c2)c1
  3.3	-0.7	-6.7	16.0	5.3	3.9	-5.7	108.0	125.0
51	Cc1nn(-c2ccccc2)c2[nH]c(=O)c(CNCc3ccc4c(c3)OCO4)cc12
  31.5	3.4	10.7	6.0	-5.4	-2.5	-3.4	107.0	110.0
52	CC(C)CN(C(=O)COC(=O)c1cc2ccccc2oc1=O)C1CCS(=O)(=O)C1 (stereo not given)
  -8.2	nt	10.9	-3.0	0.3	nt	0.1	97.0	91.0
53	O=C(Nc1cccc(Cl)c1)Nc1ccc2nccnc2c1
  5.5	2.9	15.1	10.0	-5.2	-6.5	0.1	109.0	113.0
54	O=C(CCn1c(=O)oc2ccccc21)N1CCc2ccccc21
  18.5	-2.4	18.8	2.0	0.1	1.5	14.0	110.0	112.0
55	C/C(=N\NC(=O)c1cccc(N/N=C(\C)c2ccc([N+](=O)[O-])cc2)c1)c1ccc([N+](=O)[O-])cc1
  nt	7.5	11.3	-8.0	-4.3	3.0	6.1	102.0	102.0
56	Cc1ccc(NC(=O)c2ccc3snnc3c2)cc1C
  15.1	0.0	5.5	0.0	-0.3	2.6	-3.6	98.0	95.0
57	Cc1cc(C)cc(NC(=O)CSc2ccc(-c3ccco3)nn2)c1
  13.7	-4.9	18.5	27.0	-3.3	-1.3	-11.2	109.0	115.0
58	CCN1CCN(P2(=O)C=C(c3ccccc3)OC(c3ccccc3)=C2)CC1
  26.7	6.9	-3.8	4.0	-15.9	-1.8	-102.9	97.0	101.0
59	COc1ccccc1C1NC(=O)CCC1[N+](=O)[O-] (stereo not given)
  12.0	-1.3	29.6	8.0	-12.3	1.7	-1.0	108.0	109.0
60	CCOc1ccc(CCNC(=O)/C=C/c2ccco2)cc1OCC
  -2.0	0.1	0.3	2.0	-9.3	nt	-8.8	104.0	109.0

New compounds follow
Order of values – NALP1 inh	IDE act	SUMO HTRF inh	MEKK2 mut-MEK5	PfM18AAP inh	IDE cell inh	pCIP destab	MEKK3 PB1 HTS	MEKK2 WT-MEK5
61	CC(=O)c1ccc(-n2c(C)c(C(C)=O)c3cc(O)ccc32)cc1
  21.5	2.0	3.2	3.0	1.4	-2.0	-5.3	107.0	104.0
62	CC(C)C(=O)N1CCN(c2c(Cl)cccc2[N+](=O)[O-])CC1
  10.0	4.1	5.8	0.0	0.8	-1.9	-4.7	100.0	97.0
63	COc1ccc(C(=S)N2CCCC2)cc1OC
  19.9	3.0	5.2	3.0	0.7	1.8	-1.0	97.0	99.0
64	O=C(Cc1ccc(Cl)cc1)Nc1ccc(S(=O)(=O)N2CCOCC2)cc1
  -2.6	3.2	-4.2	1.0	-0.2	3.5	-10.6	102.0	98.0

Two records picked at random from the list so far:
Order of values – NALP1 inh	IDE act	SUMO HTRF inh	MEKK2 mut-MEK5	PfM18AAP inh	IDE cell inh	pCIP destab	MEKK3 PB1 HTS	MEKK2 WT-MEK5
61	CC(=O)c1ccc(-n2c(C)c(C(C)=O)c3cc(O)ccc32)cc1
  21.5	2.0	3.2	3.0	1.4	-2.0	-5.3	107.0	104.0
62	CC(C)C(=O)N1CCN(c2c(Cl)cccc2[N+](=O)[O-])CC1
  10.0	4.1	5.8	0.0	0.8	-1.9	-4.7	100.0	97.0
